# High-throughput results from PubChem.
# S1P2 blocker = blocks the human S1P2 receptor; O95136; cell-based S1P2 antagonist assay, inhibition at 5 uM; AID 736; inhibition, % at 5 µM; 97,000 tested, 0.21% active; in the data active = inhibition above about 45%;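 note: CRE beta-lactamase reporter cells expressing human S1P2 stimulated with S1P; 0% = agonist at EC80 alone and 100% = agonist plus reference antagonist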
# H69AR inhibit = blocks growth of human H69AR lung tumor cells | H69AR lung tumor viability, ATP luminescence, 72 h; stronger effect = lower value | viability, % at 10 µM | 85,000 tested, 6% active | AID 598;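 active = viability at or below 40%; inactive = viability above 40%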;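 note: multidrug resistant small cell line overexpressing MRP-1 efflux transporter; 100% = mean luminescence of untreated control wells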
# PostGolgi ctrl = inhibits growth of the yeast control strain | AID 738 | efflux-deficient yeast background strain, growth absorbance A615, 16 h | 98,000 tested, 5% active | inhibition, % at 10 µM; in the data active = inhibition above about 30%
# sEH inh = blocks human soluble epoxide hydrolase activity | recombinant human sEH enzymatic activity assay | inhibition, % at 2 µM | 91,000 tested, 0.34% active | AID 707; in the data active = inhibition above about 80%; note: values of inactives mirror those of a sister screen read the other way; many of its hits are not listed in these tables
# HUVEC inhibit = blocks proliferation of human endothelial cells | HUVEC proliferation, CellTiter-Glo luminescence, 72 h; stronger effect = lower value | 86,000 tested, 1.1% active | viability, % at 10 µM (by protocol);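 active = viability at or below 30%; inactive = viability above 30%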;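 note: 100% = median luminescence of DMSO-only cell control wells on each plate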
# PTPN22 act = increases human PTPN22 phosphatase activity; Q9Y2R2; recombinant LYP, DiFMUP fluorescence; 0 = plate median, 100 = signal doubled; activation, % at 2 µM; 96,000 tested, 0.11% active;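 active = activation at 2 µM above a set limit, the mean plus 5 SD, cut at about 37% in these data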
# Target sequence (Q9Y2R2 whole entry, looked up): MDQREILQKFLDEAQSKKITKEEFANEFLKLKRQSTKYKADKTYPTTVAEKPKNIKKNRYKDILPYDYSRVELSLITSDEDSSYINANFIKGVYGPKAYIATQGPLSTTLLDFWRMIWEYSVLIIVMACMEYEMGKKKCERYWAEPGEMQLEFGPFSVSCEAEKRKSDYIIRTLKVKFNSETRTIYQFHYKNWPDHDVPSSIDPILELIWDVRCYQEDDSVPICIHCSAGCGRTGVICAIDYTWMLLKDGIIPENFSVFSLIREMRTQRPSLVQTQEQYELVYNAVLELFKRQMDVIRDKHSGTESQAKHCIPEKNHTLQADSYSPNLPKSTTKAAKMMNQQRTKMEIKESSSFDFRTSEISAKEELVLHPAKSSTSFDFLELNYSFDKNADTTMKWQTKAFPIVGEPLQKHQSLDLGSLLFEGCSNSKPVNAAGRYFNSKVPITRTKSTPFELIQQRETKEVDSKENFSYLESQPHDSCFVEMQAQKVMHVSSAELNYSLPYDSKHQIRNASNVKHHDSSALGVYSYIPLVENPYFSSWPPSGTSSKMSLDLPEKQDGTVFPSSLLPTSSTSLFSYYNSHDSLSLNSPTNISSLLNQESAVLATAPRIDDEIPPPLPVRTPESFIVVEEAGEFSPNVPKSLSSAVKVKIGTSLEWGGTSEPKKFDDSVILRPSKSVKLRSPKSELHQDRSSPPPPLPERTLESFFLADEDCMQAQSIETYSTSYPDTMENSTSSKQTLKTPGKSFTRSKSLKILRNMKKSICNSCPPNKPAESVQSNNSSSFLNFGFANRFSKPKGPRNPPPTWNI
# sEH act = increases human soluble epoxide hydrolase activity | P34913 | purified human sEH enzymatic activity, activator screen | activation, % at 2 µM | 91,000 tested, 0.04% active; in the data active = activation above about 37%; note: values of inactives mirror those of a sister screen read the other way
# S1P2 ag = activates the human S1P2 receptor; O95136; AID 729; activation, % at 4.5 µM; S1P2-expressing cell line, agonist reporter read-out; 97,000 tested, 0.46% active; in the data active = activation above about 16%;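 note: 0% = vehicle low control and 100% = maximal reference agonist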
# Lung fibro prol = blocks proliferation of human lung fibroblasts. viability, % at 10 µM. 85,000 tested, 1.1% active. LL 47 human lung fibroblast viability, ATP luminescence; stronger effect = lower value;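 active = viability at or below 50% in the single dose screen; inactive = viability above 50%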;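 note: compound exposure lasted 72 h before the ATP readout; 100% = median luminescence of untreated cell-only wells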
#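 test system = LL 47 human lung fibroblasts | amount = 1,150 fibroblasts seeded per well | medium = 15% FBS in IMEM | times = overnight cell rest, 72 h compound treatment at 37 °C | measured by = CellTiter-Glo luminescence measuring cellular ATP | read-out = viability percentage against median untreated-cell control | benchmarks = cell-only wells, no compound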
# The depositor's hits bear a star; / = no result given.
SMILES,S1P2 blocker,H69AR inhibit,PostGolgi ctrl,sEH inh,HUVEC inhibit,PTPN22 act,sEH act,S1P2 ag,Lung fibro prol
N#CC1=C2SCN(c3ccccc3)CN2C(=O)CC1c1ccccc1Cl (configuration not stated),12,91,10,-10,101,-4,9,-2,94
CC(C)OC(=O)c1cc2ccccc2[nH]1,-23,97,/,-1,94,2,2,-5,94
O=[N+]([O-])c1cc(S(=O)(=O)C(F)(F)F)ccc1Sc1nc2ccccc2s1,3,/,92*,2,/,4,-4,-3,/
O=C(CSc1ccc2nnc(-c3cccnc3)n2n1)NCc1ccc2c(c1)OCO2,8,/,1,4,/,-6,-4,-8,/
CS(=O)(=O)c1nc(-c2ccco2)cc(C(F)(F)F)n1,24,/,48*,-7,/,-12,8,-8,/
N#CCCN1CCn2c1nc1ccccc12,19,100,20,8,98,-6,-8,-4,100
COc1cc(NS(=O)(=O)c2ccc(NC(C)=O)cc2)nc(OC)n1,-29,91,21,-25,92,11,22,-2,96
C=C(C)CC1Nc2ccccc2NC1CC(=C)C (configuration not stated),-6,105,0,11,86,3,-6,-5,101
COc1ccc(NC(=O)Nc2cc(C)ccc2OC)cc1,-4,84,11,6,82,6,-8,-3,105
Cc1cccc(C(=O)N2CCN(c3ccc([N+](=O)[O-])c(N4CCOCC4)c3)CC2)c1,29,/,5,-2,/,-2,0,-5,/
C=CCNC(=O)/C(=C\C=C\c1ccccc1)NC(=O)c1ccc(OCCCC)cc1,-25,/,19,-11,/,-3,10,-3,/
CC(C)CNC(=O)CC(c1ccccc1)c1c(O)ccc2ccccc12 (configuration not stated),-16,93,19,-12,102,-3,12,-2,95
Cc1ccc(S(=O)(=O)N(C)c2ccccc2)cc1,-7,93,1,9,81,-3,-8,-3,93
Clc1ccc(CSc2nnc(-c3ccccn3)n2Cc2ccco2)c(Cl)c1,7,92,52*,6,89,-10,-5,-5,84
Cc1ccc(-n2c(-c3ccccc3)n[nH]c2=S)cc1,-2,99,/,-9,98,-1,8,-6,95
CCC(=O)Nc1ccc2nc(C)n(Cc3ccccc3Cl)c(=O)c2c1,-5,83,/,8,98,-3,-3,-5,95
CC(NC(=O)CSc1nnc(CC(=O)Nc2ccc(Cl)c(Cl)c2)n1C)c1ccccc1 (configuration not stated),-16,85,9,10,97,12,-10,-7,101
CCNc1cc(N2CCN(S(=O)(=O)c3ccc4c(c3)CCCC4)CC2)ccc1[N+](=O)[O-],13,/,-4,8,/,-10,-7,-6,/
CCOc1cccc(=O)c2c(C)n(C)c(C)c12,11,85,5,2,107,-6,-4,-4,/
CCCn1c(=O)c2ccccc2n2c(SCC(=O)c3ccc(CC)cc3)nnc12,-6,55,7,-12,98,-7,13,-7,100

# Five neighbouring records out of the list so far, quoted:
SMILES,S1P2 blocker,H69AR inhibit,PostGolgi ctrl,sEH inh,HUVEC inhibit,PTPN22 act,sEH act,S1P2 ag,Lung fibro prol
Cc1cccc(C(=O)N2CCN(c3ccc([N+](=O)[O-])c(N4CCOCC4)c3)CC2)c1,29,/,5,-2,/,-2,0,-5,/
C=CCNC(=O)/C(=C\C=C\c1ccccc1)NC(=O)c1ccc(OCCCC)cc1,-25,/,19,-11,/,-3,10,-3,/
CC(C)CNC(=O)CC(c1ccccc1)c1c(O)ccc2ccccc12 (configuration not stated),-16,93,19,-12,102,-3,12,-2,95
Cc1ccc(S(=O)(=O)N(C)c2ccccc2)cc1,-7,93,1,9,81,-3,-8,-3,93
Clc1ccc(CSc2nnc(-c3ccccn3)n2Cc2ccco2)c(Cl)c1,7,92,52*,6,89,-10,-5,-5,84

# Next part:
SMILES,S1P2 blocker,H69AR inhibit,PostGolgi ctrl,sEH inh,HUVEC inhibit,PTPN22 act,sEH act,S1P2 ag,Lung fibro prol
Cc1ccc(NC(=O)CSCCc2ccccn2)nc1,14,92,3,-21,101,1,21,-6,95
COc1cccc(C2NC(=O)NC(C)=C2C(=O)Nc2ccc(C)cc2)c1 (configuration not stated),25,99,5,0,97,2,-1,-7,102
C=CCNC(=O)CN1CCC(n2c(C)nc3cc(C(F)(F)F)ccc32)CC1,-4,/,4,-17,/,-4,18,-3,/
CCC(CC)NC(=O)c1cc(OC)c(OC)cc1[N+](=O)[O-],11,/,1,-8,/,-3,8,-1,/
Cc1ccc(NC(=O)c2ccc(S(=O)(=O)N3CCOCC3)cc2)nc1,-13,94,3,5,97,-2,-3,2,96
COc1ccc(NC(=O)C2CCCN2C(=O)OCc2ccccc2)c(OC)c1 (configuration not stated),/,101,-1,/,103,/,/,/,93
CC1CCN(CC(O)COc2cccc(F)c2)CC1 (configuration not stated),-11,85,14,/,104,/,/,0,102
Cc1ccccc1Cc1c(C)nc2ncnn2c1C,-29,/,14,8,/,5,-6,-7,/
O=C(CSc1cccc2cccnc12)OCC(=O)c1ccccc1,-96,/,-4,2,/,-4,0,-5,/
O=C(Oc1ccc2c3c(c(=O)oc2c1)CCCC3)c1ccco1,5,94,4,9,95,6,-8,0,99
FC(F)Oc1ccc(NC(=S)NCc2ccccc2)cc1Cl,-9,/,-1,18,/,19,-16,-4,/
CCOCCCNC(=O)C(c1ccc(Cl)cc1)N1CCC2(CC1)OCCO2 (configuration not stated),5,101,1,-6,96,-6,6,-3,104
CCC/C(O)=C1\C(=O)CCCC1=NCCCCCC(=O)O,4,83,-4,-4,91,-2,4,-1,99
CCCC1C(C(=O)OCC)=C(C)NC(C)=C1C(=O)OCC,10,61,17,-2,94,-1,2,2,96
CCCCCCCCSc1nnc(-c2ccc(OC)cc2)o1,7,95,-1,0,114,-11,-2,-9,94
COc1ccc(C)cc1NC(=O)CN(c1ccc(F)cc1)S(C)(=O)=O,7,60,2,7,79,-1,-8,-6,97
COc1ccc(-n2nnnc2SCC(=O)N2CCCC2)cc1OC,-6,94,15,-7,107,-3,8,0,97
CCN(CC)C(=O)CSC(=Nc1ccccc1F)NC#N,18,78,-4,1,95,0,2,-8,102
C=CCn1c(/N=C/c2ccc3c(c2)OCO3)nc2ccccc21,7,93,/,9,89,-12,-6,-6,95
Cc1ccc(OCC(O)Cn2c(=N)n(CCN3CCOCC3)c3ccccc32)cc1 (configuration not stated),8,74,11,-5,86,10,5,-2,91
CN(Cc1ccccc1)C(=O)CCNC(=O)Cn1cnc2ccccc2c1=O,11,94,33*,/,107,-8,/,-10,103
C=CCOc1ccc(/C(CC)=N/O)cc1OC,-33,75,-3,-22,86,-2,24,4,92
Cc1ccccc1OCCNC(=S)Nc1ccccc1,-12,/,8,-9,/,8,9,-2,/
O=C(Nc1ccc2c(c1)OCO2)C1CCCN1C(=O)Nc1cccc(F)c1 (configuration not stated),/,95,7,/,94,/,/,/,102
COc1ccc(C2C(C#N)=C(N)Oc3n[nH]c(C)c32)cc1Cn1cc([N+](=O)[O-])cn1 (configuration not stated),4,83,-4,-12,101,5,12,-1,97
COCCCNC(=O)c1ccc2nc3ccccc3c(=O)n2c1,-2,83,6,5,94,2,-3,0,103
CC(C)Cc1cc(C(=O)O)c2ccccc2n1,-8,90,/,-3,99,13,6,-3,103
C=CCn1c(=O)c2c(nc3n2CC(C)CN3c2cccc(OC)c2)n(C)c1=O (configuration not stated),-29,79,2,-9,97,2,13,-7,104
Cc1ccc(S(=O)(=O)N2CCSC2C(=O)O)cc1 (configuration not stated),7,89,/,7,96,-7,-7,1,94
Cc1oc(-c2ccc(Cl)cc2)nc1CN1CCC(C(=O)NCc2cccs2)CC1,-5,94,4,39,56,-4,-41,-3,105
O=C(O)c1ccccc1C(=O)N1CCN(c2cccc(Cl)c2)CC1,-9,93,2,2,83,-10,-2,-1,98
COc1ccc(-c2ccc(-c3noc(C4CCCCC4)n3)c(OC)n2)cc1,4,84,3,11,106,3,-11,-7,100
Cc1ccc(N(CC(=O)N/N=C/c2ccco2)S(=O)(=O)c2ccccc2)cc1,-12,/,4,2,/,2,0,-1,/
O=C(CS(=O)(=O)Cc1ccccc1)NCc1ccc2c(c1)OCO2,5,96,11,11,99,2,-11,-6,103
CC1CC(C)CN(C(=O)c2cn(C)c3ccc(S(=O)(=O)N(C)C)cc3c2=O)C1 (configuration not stated),5,89,6,-3,96,-3,6,0,90
Brc1ccc(Cn2c(-c3cncs3)nc3ccccc32)cc1,-6,78,/,-8,100,-6,8,-4,83
COC(=O)c1ccc(C2/C(=C(/O)c3ccc(OC(C)C)cc3)C(=O)C(=O)N2c2cc(C)on2)cc1 (configuration not stated),6,88,8,-9,77,-3,8,-8,87
COc1ccc2cc(C(=O)NCc3ccco3)c(=Nc3ccc(C(=O)O)cc3)oc2c1,/,21*,-1,/,79,/,/,/,93
COc1ccc(C2/C(=C(/O)c3ccc4c(c3)CC(C)O4)C(=O)C(=O)N2CCN2CCOCC2)cc1 (configuration not stated),-4,100,8,-3,95,6,2,-5,97
CCOC(=O)c1cnn2c(C(F)(F)F)cc(-c3ccco3)nc12,-5,76,3,20,88,8,-19,-6,94
O=C(NCc1ccc2c(c1)OCO2)c1ccc(CN2CCOCC2)cc1,8,80,33*,24,91,5,-25,-7,107
O=C(COc1cnc2ccccc2n1)NCCC1=CCCCC1,8,86,26,-9,100,3,7,-6,91
Cc1cc(C)c2[nH]c(=O)c(C(c3nnnn3C(C)(C)C)N3CCN(C(=O)c4ccco4)CC3)cc2c1 (configuration not stated),17,73,12,-2,96,6,1,-8,96
CCS(=O)(=O)c1ccc2oc(Nc3ccc(C(C)C)cc3)nc2c1,-28,96,7,45,79,13,-47,-1,75
C=CCc1ccc(OCCOCCNCCOC)c(OC)c1,24,/,4,-6,/,3,6,1,/
Cc1c(CN(C)CCc2ccccc2)c(=O)n(-c2ccccc2)n1C,-25,79,2,/,98,3,/,-2,102
O=C(c1ccc(CS(=O)(=O)c2ccccc2)o1)N1CCN(c2ncccn2)CC1,-53,99,9,-16,102,4,15,-3,99

# Some of the entries so far, with two lines to a compound.
# Order of results – S1P2 blocker	H69AR inhibit	PostGolgi ctrl	sEH inh	HUVEC inhibit	PTPN22 act	sEH act	S1P2 ag	Lung fibro prol
- O=C(COc1cnc2ccccc2n1)NCCC1=CCCCC1
  8	86	26	-9	100	3	7	-6	91
- Cc1c(CN(C)CCc2ccccc2)c(=O)n(-c2ccccc2)n1C
  -25	79	2	/	98	3	/	-2	102

# The list is partial; the hit share may differ from the screen's.
